MC4R antagonist – blocks human MC4R cAMP signaling | 360,000 tested, 0.48% active | inhibition, % at 6.5 µM | P32245 | AID 540295 | MC4R-expressing cells, MTII-stimulated cAMP, LANCE TR-FRET;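 active means inhibition above its plate's cutoff, the mean of tested wells on that plate plus 3 SD, cut at about 29% in these data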;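 further: 0% = Melanotan II alone and 100% = Melanotan II plus saturating MCL0020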
Target sequence (P32245 whole entry, looked up): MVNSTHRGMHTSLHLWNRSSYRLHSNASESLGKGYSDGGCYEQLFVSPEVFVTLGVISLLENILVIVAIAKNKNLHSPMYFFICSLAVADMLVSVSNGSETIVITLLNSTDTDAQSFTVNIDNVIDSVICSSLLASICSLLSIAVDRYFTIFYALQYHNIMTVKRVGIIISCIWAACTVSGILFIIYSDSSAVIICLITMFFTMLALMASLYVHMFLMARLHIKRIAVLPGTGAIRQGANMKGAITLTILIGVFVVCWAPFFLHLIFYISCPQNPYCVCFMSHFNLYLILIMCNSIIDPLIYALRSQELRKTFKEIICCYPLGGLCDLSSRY
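Test system: U2OS cells stably expressing human melanocortin 4 receptor (MC4R); also added: Melanotan II challenge; compound: 6.5 µM single dose; timing: 30-min compound preincubation, 1-h Melanotan II challenge, 1-h detection, room temperature; signal: Eu-cAMP/anti-cAMP TR-FRET, emission 671 nm; repeats: one well per compound, no replicates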
MC4R ag barr – activates human MC4R beta-arrestin recruitment | U2OS MC4R beta-arrestin complementation, luminescence; percent of melanotan II response, DMSO zero | activation, % at 8.9 µM | 360,000 tested, 0.98% active;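 active means activation above a per-plate cutoff, the mean activation of sample wells on that plate plus 3 SD, cut at about 8% in these data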
ABCB6 inh MLPCN – blocks the human ABCB6 transporter; Q9NP58; K562-ABCB6 porphyrin accumulation, flow cytometry, 1 h; stronger effect = lower value; fluorescence ratio to DMSO, % at 10 µM; 360,000 tested, 0.19% active; AID 602162;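 active means fluorescence ratio to DMSO below 75%, the collection mean minus 3 SD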;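 further: signal is porphyrin accumulated inside mitochondria; 100% equals median channel fluorescence of DMSO control wells; lower ratio means ABCB6 inhibition with less porphyrin fluorescence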
Granule exo inh – lytic granule exocytosis inhibition; TALL-104 LAMP-1 surface exposure, flow cytometry; cells stimulated with thapsigargin and PMA; inhibition, % at 10 µM; 360,000 tested, 0.66% active;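 active means inhibition above about 55%, limit read from the data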
PDI inh – PDI (human) enzyme inhibition. P07237. PDI insulin aggregation turbidity, A650, 90 min. inhibition, % at 10 µM. 350,000 tested, 0.052% active. AID 588391;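 active means mean inhibition across replicates of 30% or more, whatever share of single replicates reach that level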;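 further: absorbance from insulin aggregation driven by PDI reduction with DTT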
Target sequence (P07237 whole entry, looked up): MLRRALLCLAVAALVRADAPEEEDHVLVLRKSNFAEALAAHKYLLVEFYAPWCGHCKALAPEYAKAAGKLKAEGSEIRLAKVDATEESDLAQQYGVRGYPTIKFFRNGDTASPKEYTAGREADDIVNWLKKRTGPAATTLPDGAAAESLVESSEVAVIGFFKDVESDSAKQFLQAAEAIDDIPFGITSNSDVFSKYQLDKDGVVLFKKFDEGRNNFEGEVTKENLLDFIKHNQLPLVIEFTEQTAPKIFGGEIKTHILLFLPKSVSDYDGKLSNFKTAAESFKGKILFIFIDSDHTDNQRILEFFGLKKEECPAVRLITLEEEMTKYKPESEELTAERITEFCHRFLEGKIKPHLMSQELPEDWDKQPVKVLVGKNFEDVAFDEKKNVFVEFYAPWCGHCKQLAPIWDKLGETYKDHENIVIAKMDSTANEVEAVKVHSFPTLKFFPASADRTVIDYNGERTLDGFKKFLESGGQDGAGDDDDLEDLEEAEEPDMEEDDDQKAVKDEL
CaV13 FRET inh – Disruptors of the CACNA1D IQ motif to Ca2+-dependent inactivation inhibitor domain association, primary screening, Förster resonance energy transfer in intact living …; 340,000 tested, 0.098% active; inhibition, % at 12.3 µM; AID 743397; HEK cells, CFP/YFP FRET ICDI-IQ, plate reader, 10 min; percent FRET-ratio fall versus neutral wells;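 active means mean replicate inhibition of at least 30% and at least 1% of replicates passing that level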;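 further: 0% = median of the neutral control wells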
N-glyco inh – blocks N-linked glycosylation in D54 reporter cells; D54 ERlucT glycosylation luciferase reporter, 24 h; percent of 100 nM tunicamycin response; reporter increase, % at 12.5 µM; 360,000 tested, 0.23% active; AID 588692;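 active means mean luciferase reporter signal, scaled so untreated is 0 and the glycosylation-blocking control 100, at or above a set limit in every replicate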;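 further: luciferase carries N-glycosylation sites so blocking glycosylation raises the light; 0% = median of neutral control wells and 100% = median of 100 nM tunicamycin wells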
ABHD5-PLIN5 inh – inhibitors of human ABHD5-perilipin-5 interaction; Q00G26+Q8WTS1; Split G. princeps luciferase complementation, luminescence, 4 h; inhibition, % at 4 µM; 360,000 tested, 0.78% active; AID 602281;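 active means inhibition above the mean inhibition across every tested compound plus 3 SD, cut at about 22% in these data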;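 further: 0% = DMSO only wells and the 100% control is not disclosed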
Cardio protect – protects H9c2 cardiomyocytes from peroxide injury; H2O2 injury protection, ATPLite, 2 h; protection from H2O2 cell death, % at 20 µM; 360,000 tested, 0.63% active;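 active means compounds giving at least 50% protection of heart cells from peroxide-induced death in the single-dose screen, raw or plate-pattern-corrected value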;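 further: 0% = DMSO wells with peroxide and 100% = DMSO wells without peroxide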
HTR2A ag – agonists of mouse serotonin 5-HT2A receptor (HTR2A) | AID 624169 | activation, % at 7.6 µM | CHO-K1 mHTR2A beta-arrestin complementation, luminescence; percent of 30 µM serotonin response | 360,000 tested, 0.66% active;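 active means activation above a run cutoff, the mean activation of all tested compounds plus 3 SD, cut at about 14% in these data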;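 further: 0% = plate median of compound wells and 100% = 30 µM serotonin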
* hit, by the source's call; . = not tested or not shown.

molecule	CaV13 FRET inh	HTR2A ag	ABHD5-PLIN5 inh	ABCB6 inh MLPCN	Cardio protect	PDI inh	MC4R antagonist	N-glyco inh	Granule exo inh	MC4R ag barr
Cc1ccc(CC2CC(=O)N(c3ccc(Cl)cn3)C2=O)cc1 (configuration not stated)	-5	0	2	104	9	-11	10	0	-5	1.2
COc1nc(-c2ccncc2)nc2ccccc12	-6	1	3	77	3	8	-4	3	0	-1.4
COc1ccc(C(=O)Nc2cc(C(C)=O)c(/C=C/N(C)C)oc2=O)cc1	-4	2	12	103	11	-6	-21	-1	-4	-0.9
COc1ccc(/C=N\NC(=O)CNC(=O)C(c2ccccc2)c2ccccc2)cc1[N+](=O)[O-]	-6	7	0	94	10	-7	21	-2	0	1.5
CC(OC(=O)[C@@H]1CCCN1C(=O)c1cccs1)C(=O)Nc1cccc([N+](=O)[O-])c1 (some centres not stated)	-10	-4	4	97	-11	-1	3	-1	0	-1.4
COC(=O)c1ccc(C(=O)Nc2ccc(N)cc2N)cc1	.	6	-9	118	7	-3	-4	1	3	-1.5
CC(C)n1c(O)c(/C=C2\C=NN=C2c2ccccc2)sc1=S	-20	-2	-14	109	-7	-4	21	-6	-5	4.6
COc1ccc(NC(=O)C(C2CC2)n2c(=O)c(-c3ccco3)nc3ccccc32)cc1 (configuration not stated)	-5	-6	-6	.	.	.	.	.	-10	.
COc1ccc(N(C(=O)CNC(=O)c2ccco2)C(C(=O)NCC2CCCO2)c2ccc(OC)c(OC)c2)cc1 (configuration not stated)	-4	8	-8	99	0	-4	-3	3	-3	0.5
CCOc1ccc(OCC)c(NC(=O)CCCN2C(=O)c3cccnc3C2=O)c1	.	0	2	112	-6	2	4	1	1	0.4
CN(C)CCNc1cccc2sc3ccc(O)cc3c(=O)c12	-1	-1	-8	108	7	.	.	107*	50	.
COc1ccc(-c2cc(C(F)(F)F)nc(SCC(=O)NCc3cccs3)n2)cc1	-3	-1	-7	107	-5	-3	3	-5	0	16*
CSCC(=O)N1CCCC(CNC(=O)c2ccc(-c3ccccc3)cc2)C1 (configuration not stated)	-6	0	3	102	-2	-7	4	-2	-2	-1.8
CCn1cc(CN2CCN(Cc3ccsc3)C(CCO)C2)cn1 (configuration not stated)	8	15*	4	101	11	-1	9	1	-2	0.2
OC(c1ccc(Cl)cc1)c1ncc(-c2ccccc2Cl)[nH]1 (configuration not stated)	-7	-4	-9	95	-22	0	3	-1	-4	-0.2
COC(=O)c1ccc(CSc2ncnc3ccccc23)o1	-6	1	-3	98	28	8	1	0	6	0.0
O=C(CNC(=O)c1ccc(S(=O)(=O)N2CCCC2)cc1)N/N=C/c1ccc(Cl)cc1Cl	-3	3	-7	98	0	0	3	2	9	0.0
CCNC(=S)Nn1cnc2ccccc21	-3	2	1	98	5	1	11	1	2	2.3
CCN(CC)CCNc1oc(-c2ccccc2)nc1S(=O)(=O)c1ccccc1	-7	-13	1	96	19	-4	0	4	-2	-3.5
Cc1ccc(N2C(=O)c3ccccc3C2C(=O)c2cc(C)ccc2O)cc1 (configuration not stated)	-5	-1	-1	101	-10	16	16	-4	-3	1.7
Cc1cccc([N+](=O)[O-])c1NC(=O)COC(=O)C1CCCO1 (configuration not stated)	-5	0	3	100	-6	1	9	3	-18	0.2
CCOc1ccc(CCNC(=O)CSc2nnnn2C)cc1OCC	-3	2	6	92	-2	1	15	2	11	-0.6
Cc1cc(C)cc(S(=O)(=O)c2cnc3ccccc3n2)c1	-5	-9	5	103	10	-1	-1	-7	-2	-2.9
O=C(O)c1ccc(CNCc2cccc(Oc3ccccc3)c2)cc1	-13	-6	8	79	2	11	2	-1	6	-2.6
COC(OC)C12c3ccccc3C(c3ccccc31)C1C(=O)N(c3cccnc3)C(=O)C12 (configuration not stated)	12	-2	2	99	2	-2	8	2	-3	-0.5
COC(=O)C1CCN(CC(=O)NC(=O)NC2CCCCC2)CC1	-5	-3	0	96	10	-1	-1	1	-3	-4.2
Cc1cccc(Nc2nnc(SCC(O)=C(C#N)c3nc4ccccc4[nH]3)s2)c1	-6	4	4	100	10	-4	2	12	-3	2.5
C=CCOc1ccc(/C=N/NC(=O)C(=O)Nc2ccccn2)cc1OC	-3	0	0	98	5	-2	2	0	-2	1.3
Cc1cc(C(=O)O)ccc1-n1c(C)cc(/C=C2\SC(=O)NC2=O)c1C	0	4	5	102	2	-1	1	1	-2	-1.0
O=C(C1CCCO1)N1CCN(S(=O)(=O)c2cc(F)ccc2F)CC1 (configuration not stated)	-6	-6	-10	97	4	9	5	3	0	-1.0

Some of these compounds in order of SMILES length, highest first.
molecule	CaV13 FRET inh	HTR2A ag	ABHD5-PLIN5 inh	ABCB6 inh MLPCN	Cardio protect	PDI inh	MC4R antagonist	N-glyco inh	Granule exo inh	MC4R ag barr
CC(OC(=O)[C@@H]1CCCN1C(=O)c1cccs1)C(=O)Nc1cccc([N+](=O)[O-])c1 (some centres not stated)	-10	-4	4	97	-11	-1	3	-1	0	-1.4
COC(OC)C12c3ccccc3C(c3ccccc31)C1C(=O)N(c3cccnc3)C(=O)C12 (configuration not stated)	12	-2	2	99	2	-2	8	2	-3	-0.5
COc1ccc(NC(=O)C(C2CC2)n2c(=O)c(-c3ccco3)nc3ccccc32)cc1 (configuration not stated)	-5	-6	-6	.	.	.	.	.	-10	.
Cc1cccc(Nc2nnc(SCC(O)=C(C#N)c3nc4ccccc4[nH]3)s2)c1	-6	4	4	100	10	-4	2	12	-3	2.5
COc1ccc(C(=O)Nc2cc(C(C)=O)c(/C=C/N(C)C)oc2=O)cc1	-4	2	12	103	11	-6	-21	-1	-4	-0.9
CCOc1ccc(OCC)c(NC(=O)CCCN2C(=O)c3cccnc3C2=O)c1	.	0	2	112	-6	2	4	1	1	0.4
Cc1cccc([N+](=O)[O-])c1NC(=O)COC(=O)C1CCCO1 (configuration not stated)	-5	0	3	100	-6	1	9	3	-18	0.2
C=CCOc1ccc(/C=N/NC(=O)C(=O)Nc2ccccn2)cc1OC	-3	0	0	98	5	-2	2	0	-2	1.3
OC(c1ccc(Cl)cc1)c1ncc(-c2ccccc2Cl)[nH]1 (configuration not stated)	-7	-4	-9	95	-22	0	3	-1	-4	-0.2
COC(=O)C1CCN(CC(=O)NC(=O)NC2CCCCC2)CC1	-5	-3	0	96	10	-1	-1	1	-3	-4.2
CN(C)CCNc1cccc2sc3ccc(O)cc3c(=O)c12	-1	-1	-8	108	7	.	.	107*	50	.
COC(=O)c1ccc(CSc2ncnc3ccccc23)o1	-6	1	-3	98	28	8	1	0	6	0.0

(next part)
molecule	CaV13 FRET inh	HTR2A ag	ABHD5-PLIN5 inh	ABCB6 inh MLPCN	Cardio protect	PDI inh	MC4R antagonist	N-glyco inh	Granule exo inh	MC4R ag barr
COc1ccc2[nH]c3c(N4CCc5ccccc5C4)ncnc3c2c1	2	-7	4	92	-21	9	-18	12	99*	-2.5
CC(=O)c1c(C)[nH]c(C(=O)NNC(=O)COc2cc(C)ccc2C(C)C)c1C	-6	-4	1	101	-4	1	6	2	-2	-1.7
O=C(NC1CCSc2ccccc21)c1cccc(Br)c1 (configuration not stated)	.	-2	-10	99	-1	-1	16	-6	-1	1.4
COc1ccc(-c2ccc(C(=O)Nc3ccccc3)c3occc23)c(C)c1	-5	-3	-5	94	-4	2	8	-7	7	1.4
O=C(CC1C(=O)NCCN1Cc1ccccc1C(F)(F)F)NCCN1CCCCC1=O (configuration not stated)	-3	2	-7	105	-4	13	1	1	-15	-0.8
O=C(O)CN1C(=O)C=CC1=O	-11	-5	66*	99	2	-10	6	2	13	-1.3
COc1ccccc1NS(=O)(=O)c1cc(NC(=O)c2ccccc2[N+](=O)[O-])ccc1N1CCOCC1	-15	-3	0	105	6	5	2	-4	1	-1.1
Cc1ccc(S(=O)(=O)N2CCN(C(=O)c3ccc([N+](=O)[O-])cc3)C2)cc1	-4	-2	-4	97	-5	-2	1	2	-1	-0.9
CCc1nnc(NC(=O)C=C(C)C)s1	-5	2	-2	99	21	9	1	-1	-2	-2.7
O=C(NCc1ccco1)c1cnn2c1NC(c1ccccc1)CC2C(F)(F)F (configuration not stated)	-8	-4	1	99	-2	-1	0	1	-6	-0.5
CCCc1c(C(=O)N/N=C(\C)c2ccccn2)nnn1-c1nonc1N	-9	-5	-2	96	30	1	-3	-10	-4	-2.5
Cc1ccc(N/C=C(/C#N)c2ccsc2)cc1C	.	-9	-9	103	-15	-9	-1	-9	-5	1.9
O=C1NC(c2ccc3c(c2)OCO3)Oc2ccccc21 (configuration not stated)	.	1	-3	87	12	-1	1	0	-4	-2.0
O=C(Cn1[nH]c(=O)c2ccccc2c1=O)NC1CCN(Cc2ccccc2)CC1	-5	-4	2	91	70*	-1	0	-2	2	-1.5
CCOc1ccc(C(C)=O)cc1CSc1nnnn1-c1ccc(O)cc1	10	-6	6	94	4	10	7	-1	2	-1.7
O=C1CCCc2nc(NCc3ccco3)ncc21	.	0	5	100	6	-16	-4	2	0	-0.1
O=C(N=Nc1c(O)[nH]c2ccc(Br)cc12)c1cc(-c2cccc3ccccc23)n[nH]1	-6	-5	-6	95	-19	-2	19	2	3	1.5
CCN(CC)Cc1cc2ccccc2c2c1COC2	-6	0	1	103	-2	9	13	3	0	0.0
CC(=O)Nc1nc(-c2cccc3ccccc23)cs1	-4	6	0	100	-2	-2	6	1	-19	1.1
Cc1ccc[n+](CC(=O)c2ccc(Cl)cc2)c1	0	-2	-5	99	1	21	-11	1	-3	-1.3
CC(=O)N=c1ncn(CC(COC(C)=O)OC(C)=O)c2nc[nH]c12 (configuration not stated)	-7	3	-6	97	0	-2	9	0	-1	2.0
Cc1cc(C(=O)NNC(=S)Nc2ccccc2)nn1C	3	-2	-12	97	8	0	-7	-2	-1	-0.6
COc1cc(CCC(=O)OCC(=O)Nc2ccc(C(N)=O)cc2)cc(OC)c1OC	-7	5	4	96	-10	-7	5	0	1	-2.0
Cc1cc(C)nc(NC(=O)/C=C/c2ccc(Cl)cc2)n1	-19	-3	1	98	2	4	8	-1	-12	-1.6
O=C(O)C1=CC[C@@H](c2ccc(Cl)cc2)N(S(=O)(=O)c2ccc(Cl)cc2)[C@H]1c1ccccc1	-4	10	1	107	4	3	11	0	-3	0.6
Cc1nnc(SCC(=O)c2c(N)n(C3CC3)c(=O)[nH]c2=O)n1C	-6	-3	-4	104	-2	-4	10	-1	-2	3.4

Screens from PubChem BioAssay.
